# Source: PubChem BioAssay
# Growth percent in the NCI-60 one-dose screen (48 h, 10 µM unless noted): 100 = growth as untreated, 0 = no growth, -100 = all killed.
# KM12: KM12 colon cancer cells. hit rate 5% among 82,000
# OVCAR-4: OVCAR-4 ovarian cancer cells. hit rate 3.7% among 80,000
# PC-3: PC-3 prostate cancer cells; hit rate 3.9% among 80,000
# OVCAR-3: OVCAR-3 ovarian cancer. hit rate 7% among 79,000. AID 1794787
# OVCAR-8: OVCAR-8 ovarian cancer | hit rate 4.4% among 81,000
# DU-145: DU-145 prostate cancer. AID 1794760. hit rate 4.2% among 81,000
# OVCAR-5: OVCAR-5 ovarian cancer | hit rate 2.9% among 82,000 | AID 1794783
# HCC-2998: HCC-2998 colon cancer; hit rate 4.7% among 79,000
# SW-620: SW-620 colon cancer | hit rate 5.2% among 82,000
# * hit, by the source's call; . = no result given; & = joins results of further samples. Rule for the calls: active = growth percent below 10; inactive = the rest.
SMILES,KM12,OVCAR-4,PC-3,OVCAR-3,OVCAR-8,DU-145,OVCAR-5,HCC-2998,SW-620
Nc1ccc(-c2cc3c(Nc4ccc(OCc5cccc(F)c5)c(Cl)c4)ncnc3s2)cc1,24,55,30,47,63,37,78,39,74
O=C(Cc1ccccc1)NS(=O)(=O)c1ccccc1,102,103,106,107,97,107,.,103,99
NC(=S)NN=C1CCC(C2CCCCC2)CC1 (stereo not drawn),94&94,34,74&89,86&84,99&100,103&97,93&110,95&93,89&85
CCOC(=O)c1csc(C2OC(COC(=O)c3ccccc3)C(OC(=O)c3ccccc3)C2OC(=O)c2ccccc2)n1 (stereo not drawn),109,109,100,110,102,113,106,115,99
COc1cc(NC(N)=NCC(C)(C)COc2ccc(C(F)(F)F)cc2)cnc1C#N,58,66,49,68,82,82,65,19,70
Cc1cn(CC(C)C)c(=O)n(-c2ccccc2)c1=O,102,100,96,98,109,110,106,108,84
COC(=N)c1ncc(-c2ccc(C(F)(F)F)cc2)c(N[C@@H]2C[C@H]3CC[C@@H]2C3)n1,87,92,69,98,102,106,94,103,92
S=c1ssnc1-c1ccccn1,33,56,33,.,55,42,70,51,5.8*
CC(=O)NCCO[C@H]1Cc2cc3ccc(=O)oc3cc2OC1(C)C,105,105,100,107,106,106,101,101,101
CC1(C)CC[C@]23CC[C@]4(C)[C@H](CC[C@@H]5[C@@]6(C)CC[C@H](N)C(C)(C)[C@@H]6CC[C@]54C)[C@H]2[C@H]1OC3,18,97,70,70,86,-25*,112,-16*,-44*
C#CCOc1ccc(C2=NN(C3CC3)C3N=C(Cl)c4ncn(C5CC5)c4N23)cc1OCC#C (stereo not drawn),89,79,66,96,84,91,96,97,83
COc1ccc(C2=NN(C)C(=O)C3(CCCCC3)C2)cc1,104,102,102,110,104,105,101,107,106

# Record cards, from the list above:
# COC(=N)c1ncc(-c2ccc(C(F)(F)F)cc2)c(N[C@@H]2C[C@H]3CC[C@@H]2C3)n1 in the list: KM12: 87; OVCAR-4: 92; PC-3: 69; OVCAR-3: 98; OVCAR-8: 102; DU-145: 106; OVCAR-5: 94; HCC-2998: 103; SW-620: 92
# COc1cc(NC(N)=NCC(C)(C)COc2ccc(C(F)(F)F)cc2)cnc1C#N in the list: KM12: 58; OVCAR-4: 66; PC-3: 49; OVCAR-3: 68; OVCAR-8: 82; DU-145: 82; OVCAR-5: 65; HCC-2998: 19; SW-620: 70

# Remaining list, next part:
SMILES,KM12,OVCAR-4,PC-3,OVCAR-3,OVCAR-8,DU-145,OVCAR-5,HCC-2998,SW-620
COc1ccc(NC(=O)[C@@H](N)Cc2ccccc2)cc1C(=O)Nc1cccc(C2CC(=O)c3c(cc(OC)c(OC)c3OC)O2)c1 (stereo partly drawn),35,55,39,64,29,58,101,114,51
O=C(OCc1ccc2c(c1)OCO2)c1ccc(Cl)cc1,104,98,93,107,99,111,98,115,106
NC(N)=NNS(=O)(=O)c1ccc(Nc2ncnc3ccc(NC(=O)c4ccccc4)cc23)cc1,98,114,95,102,101,96,106,108,117
NC[C@@H]1O[C@H](O[C@@H]2[C@@H](CO)OC(O[C@@H]3[C@@H](O)[C@H](N)C[C@H](N)[C@H]3OC3O[C@H](CN)[C@@H](O)[C@H](O)[C@H]3N)[C@@H]2O)[C@H](N)[C@@H](O)[C@@H]1O (stereo partly drawn),110,107,111,111,98,112,104,108,109
Nc1cc2[nH]c(=O)c3ccccc3c2cc1[N+](=O)[O-],83,78,80,91,67,80,85,99,65
CCc1c(-c2ccccc2)n[nH]c1-c1[nH]nc(-c2ccccc2)c1CC,106,115,105,110,108,109,97,113,100
Cc1ccc(-n2nc(C#N)c(N3CCOCC3)n2)cc1,104,103,100,108,101,104,95,99,104
CCCCCCn1c(-c2ccc(C(=O)O/N=C(\N)c3ccc(OC)cc3)cc2)nc(-c2ccccc2)c1-c1ccccc1,16,7.8*,3.9*,18,1.0*,-74*,25,3.5*,-1.3*
CC(C)c1ccccc1O,106,109,96,101,105,114,95,98,98
C[C@@H](O)/C=C/[C@H]1C(CO)=CC(=O)CC1(C)C,101,108,98,111,95,106,101,97,104
N#CCC(N)=S,105,117,90,112,111,113,104,103,94
CN1CCN=C1c1ccc(NC(=O)c2ccc(C(=O)Nc3ccc(C4=NCCN4C)cc3)cc2)cc1,99,98,.,109,86,119,88,112,102
O=[N+]([O-])c1ccccc1C(=Nc1ccccc1)c1c(O)cc(O)cc1O,104,92,83,108,100,124,112,92,106
Cc1c(C(=O)NCCc2ccc(N3CCCCC3)cc2)nn(-c2ccc(Cl)cc2Cl)c1-c1ccc(Cl)cc1,71,60,56,81,87,96,98,109,80
CN1CC2(SC(=Nc3ccccc3)N(Nc3ccccc3)C2=O)C2(C1)C(=O)N(C)c1ccccc12 (stereo not drawn),107,106,84,117,98,112,99,110,101
Cc1ccccc1C(c1ccccc1Cl)N(C)C (stereo not drawn),107,107,94,114,110,112,105,94,104
COc1ccc2c(c1)oc1c(C)c3c(c(C)c12)C(=O)NC3=O,98,96,79,102,94,100,94,115,94
CC(C)(C)Nc1c(-c2cccs2)nc2ncccn12,98,103,95,102,104,105,108,100,103
CCC(=O)OCC(=O)COC(=O)CC,110,125,102,106,108,108,100,110,108
O=C(c1ccc(Cl)cc1)C1[C@H](c2ccccc2Br)[C@@H](c2ccccc2)NC12C(=O)Nc1ccc(Cl)cc12 (stereo partly drawn),8.1*,27,38,4.8*,24,29,21,-0.3*,8.7*
CC(=O)[C@H]1CC[C@H]2[C@@H]3CC[C@@H]4CC(=O)CC[C@]4(C)[C@H]3C[C@H](O)[C@]12C,105,114,113,100,91,100,113,103,100
Cc1cc(C)c(CC(C)C)c(C)c1,105,107,100,115,108,111,103,.,105
CCOC(=O)C(Nc1ccc(OC)cc1)c1ccc(N(CC)CC)cc1 (stereo not drawn),67,126,90,53,102,93,102,93,89
OC(CCN1CCCCC1)c1ccc2ccccc2c1 (stereo not drawn),97,108,97,103,104,.,102,106,112
COc1ccc(C2=Cc3[nH][nH]c(=O)c3C(c3sc(N(C)Cc4ccccc4)nc3Cl)C2)cc1 (stereo not drawn),98,99,88,103,97,112,98,101,104
O=C(O)c1ccc(NCc2cn(-c3ccc(C(F)(F)F)cc3)nc2-c2ccc(C(=O)O)cc2)cc1,104,111,108,115,103,115,103,107,110
CCCCCCCCCCCCCCCC1=NCCN1,64,78,48,77,85,73,69,74,7.4*
C=C(C)[C@@H]1CC[C@]2(C(=O)O)CC[C@]3(C)[C@H](CC[C@@H]4[C@@]5(C)C[C@@H](Cc6cn(C7OC(CO)C(O)C(O)C7O)nn6)[C@H](O)C(C)(C)[C@@H]5CC[C@]43C)[C@@H]12 (stereo partly drawn),102,108,84,108,94,109,114,98,104
O=C(CC(=O)c1ccc(F)cc1)Nc1ccccc1C(=O)O,108,109,101,108,110,107,108,108,101
CCOC(=O)CCC1(C(=O)OCC)Oc2ccc(Cl)cc2C1=O (stereo not drawn),115,107,97,125,92,119,110,96,110
CCOC(=O)c1cc(C(=O)c2ccc(Cl)cc2)n2ccc(-c3cc[n+](CC(=O)c4ccc(OC)cc4)cc3)cc12,64,30,52,37,77,30,112,100,-30*
N#CC(=C=N)C(=C(C#N)C#N)c1ccncc1,103,115,105,115,103,115,96,101,117
COc1ccc(CNc2ccc3nc(CCC4CCCCC4)[nH]c3c2)cc1,80,40,59,75,74,83,83,31,75
CC(=O)CSC(C)=O,107,98,87,115,108,117,106,110,101
O=[N+]([O-])c1ccc(C2CC(c3ccccc3)=Nc3ccccc3S2)cc1 (stereo not drawn),74,93,88,84,95,107,113,103,79
CC(O)CNC(Cc1ccccc1)c1ccccc1 (stereo not drawn),96,107,65,104,106,107,74,107,102
c1ccc(Cc2nc3ccccc3s2)cc1,100,110,86,103,102,117,108,112,107
CCN(CC)Cc1c(C)[nH]c2ccc(NC(C)=O)cc2c1=O,116,112,102,115,109,116,114,98,106
COc1cc(C(=O)N2CCN(c3ccccc3OC)CC2)c(N)cc1OCCCN1CCN(c2ccccc2OC)CC1,88,78,69,78,101,103,82,101,91
CN(C)C1C(=O)c2ccccc2C1=O,99,126,89,108,98,117,109,83,105
CC[C@H](Nc1nc(N)nc(C)c1C#N)c1nc2cccc(NCc3ccc(C(=O)NO)cc3)c2c(=O)n1-c1ccccc1,0.7*,16,5.8*,0.5*,-26*,17,17,28,-16*
C=C1[C@@H](O)C[C@H]2C(C)(C)C[C@H](Cl)C[C@]2(C)[C@H]1C[C@H](O)[C@H]1CC(=O)NC1=O,-18*,-36*,-19*,-27*,-18*,-29*,-11*,-45*,-1.8*
Cc1ccc2c(c1)C(=O)/C(=C/c1ccc(OCC(=O)c3ccccc3)cc1)O2,101,84,.,106,106,107,107,125,108
C/C(=N\O)C(=O)Nc1ccccc1,100,100,98,106,98,109,105,102,100
Cc1cnc(CN(C)C[C@H]2Cc3c(cccc3N3CCNCC3)CN2)c(C)c1,75,85,64,85,79,93,79,89,78
CNS(=O)(=O)c1ccccc1,107,106,98,114,90,110,97,100,99
O=C(NC1CCCCC1)c1ccccc1,96,95,98,93,100,95,100,110,111
CN1CC[C@@H](c2c(O)cc(O)c3c(=O)cc(-c4ccccc4Cl)oc23)[C@@H]1CO,3.8*,-2.7*,1.2*,14,6.7*,11,7.2*,-26*,4.0*
CN(C)N=Nc1nn(C(=O)Nc2ccc(Cc3ccccc3)cc2)c2ccc(Cl)cc12,106,100,91,112,105,107,98,102,104
COc1c(N2CC3CCCNC3C2)c(F)cc2c(=O)c(C(=O)N/N=C/c3ccoc3)cn(C3CC3)c12 (stereo not drawn),98,100,95,111,97,104,100,100,103
Cc1cc(C2=NNC(=O)Cc3cc4c(cc32)OCCO4)cc(C)c1N,24,57,49,-28*,55,19,76,49,27
COc1cc(-c2nc3ccccc3o2)cc(CN2CCN(c3ccccc3)CC2)c1O,50,85,40,64,78,72,117,85,94
O=C1c2c(O)ccc(O)c2C(=O)c2c(O)c(O)cc(O)c21,112,98,84,114,110,102,.,93,89
COc1ccc(C2C(C#N)=C(c3c[nH]c4ccccc34)Nc3nc(N)nc(N)c32)cc1 (stereo not drawn),56,83,82,66,76,87,84,77,81
Oc1ccc(C=Nc2ccccc2O)cc1,84,95,68,83,91,97,117,105,95
COc1ccc(Oc2nc(Nc3ccc(F)cc3)ncc2NC(N)=O)cc1,67,108,84,93,100,108,95,104,101
CO[C@@H]1[C@@H](OC)N(S(=O)(=O)c2ccc(Cl)cc2)C(=O)N1S(=O)(=O)c1ccc(Cl)cc1,97,79,70,104,91,109,92,95,99
CCN(CC)CCN1c2nc3ccccc3cc2Sc2cc3ccccc3nc21,.,16,-14*,27,7.3*,.,14,-99*,-30*
Oc1ccccc1/C=N/N=C\c1ccccc1Cl,88,93,88,84,95,99,115,100,95
O=C(CSc1cc[n+](CCCCCF)c2ccccc12)n1ccc2ccccc21,98,96,86,98,100,110,102,112,97
# New compounds follow:
SMILES,KM12,OVCAR-4,PC-3,OVCAR-3,OVCAR-8,DU-145,OVCAR-5,HCC-2998,SW-620
CC(O)CN1CCOCC1 (stereo not drawn),108,.,100,114,85,106,100,107,101
O=C(Cc1ccccc1)CC(CC(=O)c1ccccc1)c1ccccc1 (stereo not drawn),90,98,59,84,99,102,97,94,101
CC(C)N(C)S(=O)(=O)O[C@@H]1C(=O)N(c2cc3c4ccccc4ccc3c3ccccc23)[C@H]1c1ccc(F)cn1,96,95,75,95,84,98,113,117,102
CC(=O)Nc1ccc(S(=O)(=O)N(CCOc2ccc(/C(N)=N/Cl)cc2)CCOc2ccc(/C(N)=N\Cl)cc2)cc1,112,115,77,116,109,103,104,109,104
CCOC(=O)c1[nH]c(=S)n(-c2ccccc2)c1C(=O)OCC,118,.,103,122,104,120,105,109,107
COc1cc(Cl)cc(-c2nn(-c3cccc(NC(=O)c4ccc(Cl)c(Cl)c4)c3)cc2-c2ccncc2)c1,62,59,34,53,58,89,79,78,84
Cn1c(/C=C(\C#N)c2cccc(C(F)(F)F)c2)nc2c(N3CCOCC3)nc(Cl)nc21,19,-56*,-43*,-85*,7.9*,-80*,-54*,14,-69*
COc1cc2c(c(OC)c1OC)C(=O)CC(c1cccc(N)c1)O2 (stereo not drawn),108,116,119,107,105,54,105,115,113
FC(F)CC(OCc1ccccn1)c1ccc2ccccc2c1 (stereo not drawn),105,.,99,107,101,114,101,106,103
CCc1c(C)c2ccc3c(c2oc1=O)N=C(c1ccc(C)cc1)CO3,105,.,95,116,107,104,106,103,100

# Gathered by group, those above containing fluorine.
SMILES,KM12,OVCAR-4,PC-3,OVCAR-3,OVCAR-8,DU-145,OVCAR-5,HCC-2998,SW-620
Nc1ccc(-c2cc3c(Nc4ccc(OCc5cccc(F)c5)c(Cl)c4)ncnc3s2)cc1,24,55,30,47,63,37,78,39,74
COc1cc(NC(N)=NCC(C)(C)COc2ccc(C(F)(F)F)cc2)cnc1C#N,58,66,49,68,82,82,65,19,70
COC(=N)c1ncc(-c2ccc(C(F)(F)F)cc2)c(N[C@@H]2C[C@H]3CC[C@@H]2C3)n1,87,92,69,98,102,106,94,103,92
O=C(O)c1ccc(NCc2cn(-c3ccc(C(F)(F)F)cc3)nc2-c2ccc(C(=O)O)cc2)cc1,104,111,108,115,103,115,103,107,110
O=C(CC(=O)c1ccc(F)cc1)Nc1ccccc1C(=O)O,108,109,101,108,110,107,108,108,101
COc1c(N2CC3CCCNC3C2)c(F)cc2c(=O)c(C(=O)N/N=C/c3ccoc3)cn(C3CC3)c12 (stereo not drawn),98,100,95,111,97,104,100,100,103
COc1ccc(Oc2nc(Nc3ccc(F)cc3)ncc2NC(N)=O)cc1,67,108,84,93,100,108,95,104,101
O=C(CSc1cc[n+](CCCCCF)c2ccccc12)n1ccc2ccccc21,98,96,86,98,100,110,102,112,97
CC(C)N(C)S(=O)(=O)O[C@@H]1C(=O)N(c2cc3c4ccccc4ccc3c3ccccc23)[C@H]1c1ccc(F)cn1,96,95,75,95,84,98,113,117,102
Cn1c(/C=C(\C#N)c2cccc(C(F)(F)F)c2)nc2c(N3CCOCC3)nc(Cl)nc21,19,-56*,-43*,-85*,7.9*,-80*,-54*,14,-69*
FC(F)CC(OCc1ccccn1)c1ccc2ccccc2c1 (stereo not drawn),105,.,99,107,101,114,101,106,103
